Assay outcomes (PubChem BioAssay)
MEX-5 binding = C. elegans MEX-5 TCR-2 RNA binding activity; Q9XUB2; MEX-5/FITC-TCR2 RNA binding, fluorescence polarization; hits give low values; activity score (negative = inhibition of binding), % at 10 µM; hit rate 0.38% among 300,000;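 active = inhibition past about -25% in most replicates, and total fluorescence under double the plate's negative control median, limit read from the data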;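 also: 0% = DMSO and -100% = 5 µM competing unlabeled TCR2 RNA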
MCL1-BIM inh = disrupts human MCL1 binding to BIM-BH3 peptide. GST-MCL1 / FITC-Bim-BH3 fluorescence polarization. inhibition, % at 10.9 µM. hit rate 0.68% among 320,000. AID 2057;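 active = inhibition above the mean inhibition of all tested compounds plus 3 SD, set per campaign, cut at about 40% in these data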;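 also: 0% = DMSO wells and 100% = unlabeled Bim-BH3 peptide control; higher means more loss of mP so more displacement of Bim peptide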
Target sequence (Q07820 whole entry, looked up): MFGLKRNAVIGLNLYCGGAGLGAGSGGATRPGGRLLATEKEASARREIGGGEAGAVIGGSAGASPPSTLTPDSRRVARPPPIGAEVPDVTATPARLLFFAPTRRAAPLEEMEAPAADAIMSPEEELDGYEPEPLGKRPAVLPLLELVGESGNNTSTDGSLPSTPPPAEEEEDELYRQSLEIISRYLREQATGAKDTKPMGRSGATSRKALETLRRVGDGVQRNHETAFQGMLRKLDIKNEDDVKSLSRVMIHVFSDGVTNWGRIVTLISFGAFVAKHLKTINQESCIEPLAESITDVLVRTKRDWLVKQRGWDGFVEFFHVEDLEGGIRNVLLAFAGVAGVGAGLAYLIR
pPAFAH inh = inhibitors of human plasma PAF acetylhydrolase (pPAFAH) | Q13093 | recombinant pPAFAH, FP-rhodamine probe fluorescence polarization | inhibition, % at 3.39 µM | hit rate 1.5% among 330,000 | AID 463082;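 active = inhibition above the mean inhibition across the screen plus 3 SD, cut at about 25% in these data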;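 also: inhibitors block binding of the rhodamine activity-based probe so polarization drops; 0% = enzyme with DMSO and 100% = wells lacking pPAFAH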
PME-1 primary = blocks human protein phosphatase methylesterase 1 | AID 2130 | recombinant PME-1, FP-Rh probe fluorescence polarization | Q9Y570 | inhibition, % at 5.9 µM | hit rate 0.53% among 320,000;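 active = inhibition above the campaign mean of all compounds plus 3 SD, cut at about 26% in these data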;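 also: competitive labeling of PME-1 active site by serine hydrolase directed probe; 0% = PME-1 with DMSO and 100% = wells lacking PME-1 enzyme; inhibitors block probe labeling so polarization falls and inhibition rises; many of its hits are not listed in these tables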
GLD-1 RNA inh = GLD-1-TGE RNA interaction inhibition (C. elegans). hit rate 0.44% among 320,000. AID 2280. purified GLD-1 + fluorescein TGE RNA, fluorescence polarization. inhibition, % at 5.96 µM;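 active = percent inhibition above a per-plate cutoff, the plate mean of test compounds plus 3 SD, cut at about 30% in these data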;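 also: 0% = DMSO wells with GLD-1 and probe and 100% = wells lacking GLD-1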
Target sequence (Q17339 whole entry, looked up): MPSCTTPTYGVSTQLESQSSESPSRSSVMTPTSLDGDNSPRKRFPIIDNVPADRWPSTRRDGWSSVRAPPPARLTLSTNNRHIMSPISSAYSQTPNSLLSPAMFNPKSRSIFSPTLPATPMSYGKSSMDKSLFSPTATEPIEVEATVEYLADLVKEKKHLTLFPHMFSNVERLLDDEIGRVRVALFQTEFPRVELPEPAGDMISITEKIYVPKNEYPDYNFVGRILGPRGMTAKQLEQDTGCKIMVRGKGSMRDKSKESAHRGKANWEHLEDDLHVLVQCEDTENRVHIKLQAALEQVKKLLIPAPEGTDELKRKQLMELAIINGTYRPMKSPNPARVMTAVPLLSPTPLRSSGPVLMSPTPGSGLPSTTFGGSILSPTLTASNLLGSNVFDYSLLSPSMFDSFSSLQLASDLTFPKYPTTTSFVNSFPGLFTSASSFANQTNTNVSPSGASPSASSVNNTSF
Fam108B counter = counter-screen for RBBP9 inhibitors: inhibitors of mouse Fam108B. inhibition, % at 9.51 µM. hit rate 0.33% among 300,000. AID 1947. recombinant Fam108B, FP-Rh probe fluorescence polarization;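 active = inhibition above the screen mean inhibition plus 3 SD, computed separately per campaign, cut at about 18% in these data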;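 also: inhibitors lower polarization as less probe binds the enzyme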
AHR activator = activators of human aryl hydrocarbon receptor; P35869; hit rate 2.5% among 320,000; AHR-responsive luciferase reporter cells, luminescence; activation, % at 5 µM; in the data active = activation above about 47%;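 also: 0% = vehicle wells and 100% = reference agonist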
PAFAH1B2 FP inh = blocks human PAF acetylhydrolase 1b catalytic subunit 2 | AID 492953 | inhibition, % at 3.39 µM | P68402 | hit rate 1.2% among 340,000 | recombinant PAFAH1B2, FP-rhodamine activity probe, fluorescence polarization;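 active = inhibition above the mean of all tested compounds plus 3 SD, cut at about 24% in these data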;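 also: 0% = enzyme with DMSO and 100% = wells lacking PAFAH1B2; many of its hits are not listed in these tables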
Bcl-xL primary = Bcl-xL (human) inhibition; hit rate 0.7% among 320,000; Q07817; GST-Bcl-xL / FITC-Bim BH3 peptide fluorescence polarization; inhibition, % at 10.9 µM; AID 2129;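 active = inhibition above the mean of all tested compounds plus 3 SD, cutoff set per campaign, cut at about 30% in these data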;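 also: 0% = DMSO wells and 100% = unlabeled Bim-BH3 peptide competitor; inhibitors lower millipolarization by displacing the labeled peptide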
Target sequence (Q07817 whole entry, looked up): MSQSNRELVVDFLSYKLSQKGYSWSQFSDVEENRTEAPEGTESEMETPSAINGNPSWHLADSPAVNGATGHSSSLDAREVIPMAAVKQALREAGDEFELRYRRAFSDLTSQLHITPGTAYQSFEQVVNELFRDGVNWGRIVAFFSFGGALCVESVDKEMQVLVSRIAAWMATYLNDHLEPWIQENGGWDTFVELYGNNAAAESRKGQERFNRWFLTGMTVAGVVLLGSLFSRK
Numbers without * were called inactive; / = no result given.

SMILES	MEX-5 binding	MCL1-BIM inh	pPAFAH inh	PME-1 primary	GLD-1 RNA inh	Fam108B counter	AHR activator	PAFAH1B2 FP inh	Bcl-xL primary
Cc1cc(Br)c(NC(=O)CCl)c(Br)c1	-6.9	3	2	3	-3	2	0	-4	5
Cc1cc(Br)c(NC(=O)COn2nnc3ccc(S(C)(=O)=O)cc32)c(Br)c1	-2.3	-18	2	7	-2	-3	3	0	-19
Cc1ccc(NC(=O)CC2S/C(=N/N=C/c3ccco3)NC2=O)cc1Cl (stereo unspecified)	-0.2	14	7	-1	-2	0	-1	1	-1
CCOc1ccc(N(C(C)C(=O)NC(C)CC)S(C)(=O)=O)cc1 (stereo unspecified)	0.3	9	3	-13	8	2	-1	1	10
O=C(O)c1ccc(NCc2cccc(Br)c2)cc1	-3.1	1	6	-2	4	1	-1	15	-2
Cc1ccc(NC(=O)CN(C)S(=O)(=O)c2cccc3cccnc23)cc1C	0.3	1	4	4	-5	0	2	1	3
Cn1nc(C(=O)NC2CCCCCC2)ccc1=O	0.7	0	-1	3	9	0	1	3	-2
CCn1ncc(Cl)c1C(=O)NC(=S)Nc1ccccc1Br	-0.2	12	-1	5	7	0	17	7	4
O=C(CCCn1nnnc1CN1CCOCC1)N1CCN(c2ccccc2F)CC1	1.6	11	2	7	0	-3	2	4	6
Cc1ccc(S(=O)(=O)C2CS(=O)(=O)CC2O)cc1 (stereo unspecified)	1.1	-6	-2	-3	5	1	-3	2	-2
Cc1ccc2nc(NC(=O)C3CCN(S(=O)(=O)c4cccs4)CC3)sc2c1	0.9	3	-5	-24	3	-25	7	-5	1
CCC(CC)c1nc(C(N)=O)c2[nH]c(=O)n(-c3ccc(OC)c(OC)c3)c2n1	1.1	-7	1	14	6	0	8	2	5
CC(=O)c1cc(C#N)c(SCc2ccccc2C#N)nc1C	1.7	5	-3	5	4	-4	0	2	6
Cn1nnnc1NCc1cccc(Cl)c1	0.2	10	4	-3	9	0	1	-1	9
Fc1cccc(COc2ccccc2CNc2ccccc2)c1	0.5	-1	10	5	-1	3	1	-3	-2
Cc1ccc(-n2nc(C)c3c(C)c(CCC(=O)O)c(C)nc32)cc1C	0.3	1	4	-1	-1	0	13	3	1
CCCc1cc(=O)[nH]c(SCC(=O)Nc2c(C)n(C)n(-c3ccccc3)c2=O)n1	/	/	4	/	2	/	0	2	/
CC(=O)N1CC=CC1(C)C(=O)NCc1cc(F)cc(C(F)(F)F)c1 (stereo unspecified)	1.3	7	5	0	3	0	0	2	6
Cc1oc(-c2ccc(Cl)cc2)cc1-c1nn2c(-c3ccoc3C)nnc2s1	0.9	29	53*	-6	-3	-1	52*	3	6
CCOC(=O)C1(Cc2cccc(OC)c2)CCN(C/C=C/c2ccc(OC)cc2)CC1	3.2	8	-5	-5	0	2	1	5	6
CN(C)CCN(C(=O)c1ccc(S(=O)(=O)N2CCCC2)cc1)c1nc2ccc(Br)cc2s1	-1.0	0	9	-1	7	3	2	7	0
COC(=O)CCCC1=CC2=CC(=O)C(C)(OC(=O)C3CCCC3)C(=O)C2=CO1 (stereo unspecified)	-27*	63*	32*	0	48*	-2	1	6	45*
CC(=O)Nc1cc2c(cc1NC(=O)Cn1nc(-c3ccc4c(c3)OCCO4)ccc1=O)OCCO2	0.4	0	-5	-5	1	-2	3	4	7
CCOc1ccc(C(=O)N[C@H](C(=O)Nc2ccc(S(=O)(=O)Nc3nccs3)cc2)C(C)C)cc1	/	/	10	/	-5	/	-1	4	/
CCN(CC)C(C(=O)Nc1ccc2c(c1)OCO2)c1ccccc1 (stereo unspecified)	-0.6	6	44*	-3	2	1	18	6	3
O=c1c(Cc2ccc(F)cc2)c(O)ccn1C1CC1	1.6	5	5	-3	8	-1	3	-1	8
CCCCCn1c(N2CCC(Cc3ccccc3)CC2)nc2c1c(=O)[nH]c(=O)n2C	-1.7	6	12	13	1	0	-5	16	3
CCC(CO)Oc1cc(NCc2ccc(Cl)cc2)c2ncn(C(C)C)c2c1 (stereo unspecified)	/	/	8	/	-4	/	12	28*	/
Cc1ccc(SCC(=O)NCCN2C(=O)CSC2=O)cc1C	0.7	2	5	5	-2	-5	-1	9	5
COc1ccc(OC)c(/C=C2\SC(=S)N(C(C(=O)O)c3ccccc3)C2=O)c1 (stereo unspecified)	7.4	-4	4	2	-12	0	2	0	8
O=C(Nc1cccc(F)c1)C1CCN(C(=O)c2ccc(Cl)cc2)CC1	-0.2	0	1	-2	2	0	6	6	-1
CCCC(=O)NC1=C(C#N)C2(CCCC2)Cc2ccccc21	0.1	1	-1	-4	-1	3	-1	13	1
CCCn1cc(NC(=O)C2CC(c3cccc(Br)c3)=NO2)cn1 (stereo unspecified)	1.5	7	-5	-7	4	1	3	-2	6
CCOC(=O)c1c(C)nc2ccc(C)cn12	-1.2	-5	3	2	-1	1	-3	1	0
CCOn1c(=O)c(-c2ccc(C)cc2)[n+]([O-])c2ccccc21	-0.4	1	3	-2	3	0	20	9	2
O=C(CSc1nnnn1Cc1ccccc1)Nc1ccc2c(c1)OCO2	-0.5	5	4	4	-3	0	102*	-3	3
S=C1NC2(CCCC2)N=C1c1ccccc1	1.3	7	6	2	-1	7	-1	8	5
Nc1c(-c2cccs2)cnn1-c1nc(-c2ccc(Cl)cc2Cl)cs1	-0.4	9	-3	0	-5	2	42	3	4
CCOC(=O)c1sc(N=NC2=C(O)CCCC2=O)c(C(=O)OCC)c1C	2.2	19	28*	8	-2	8	0	-5	7
CCn1c2ccccc2c2nnc(SCC(=O)N(C)C3CCS(=O)(=O)C3)nc21 (stereo unspecified)	1.1	5	-1	3	4	1	-2	3	2
CCC(=O)c1ccc(OCC(=O)OCC(=O)Nc2sccc2C(N)=O)cc1	-2.2	-3	7	-1	-4	6	-1	-1	-4
CCOC(=O)C1=C(c2ccccc2)Nc2ncnn2C1c1ccc(OC)c(OC)c1OC (stereo unspecified)	-0.1	2	5	2	-4	2	-2	4	3
COCc1nnc(NC(=O)CC(c2ccccc2)c2ccccc2)s1	1.5	-5	6	-2	1	0	1	7	-3
COc1ccc(-c2csc(NC(=S)NC(=O)c3ccccc3)n2)cc1Br	-0.8	4	0	-2	-5	-8	-1	/	-1
COC(=O)c1cc(=O)n(-c2ccc(F)cc2)c(=Nc2ccc(F)cc2)s1	-0.4	3	4	-3	1	2	5	12	0
CCn1c(=O)c(C(=O)NNC(=O)c2ccccc2Cl)c(O)c2ccccc21	2.1	5	6	-2	-2	1	0	6	3
NC(=O)c1cc(C(=O)c2ccc(Cl)cc2Cl)c[nH]1	1.2	-2	4	-8	6	-2	-4	4	5
COC(=O)c1c(NC(=O)c2ccccc2[N+](=O)[O-])sc2c1CC(C)(C)NC2(C)C	1.4	-2	1	4	0	4	5	-3	-4
CC(C)Cc1nnc(NC(=O)Cc2ccc([N+](=O)[O-])cc2)s1	-0.5	3	6	-2	7	-1	-1	0	2
COc1ccccc1C(=O)NNC(=O)c1ccc(NC(=O)c2ccccc2)cc1	0.1	6	2	0	2	4	17	11	4
CC(C)(C)n1cn[nH]c1=S	0.7	1	3	3	2	1	-2	-1	3
COc1cc(C)c(Cl)cc1S(=O)(=O)N1CCCC1	1.4	3	0	7	4	5	0	/	1
CS(=O)(=O)N1CCN(c2ccccc2NC(=O)c2cccnc2)CC1	-0.9	8	0	5	2	1	3	0	4
Cc1cc(NC(=O)COC(=O)[C@@H](NS(=O)(=O)c2ccc(Br)cc2)C(C)C)no1	0.0	-7	1	1	-7	-1	2	7	-4
CCN1CCc2c(OCC(=O)Nc3ccc(C)cc3)cccc2C1=O	0.4	8	3	2	3	3	23	-4	3
COc1ccc2nc(N3C(=O)CC(C(C)c4ccccc4)C3=O)sc2c1 (stereo unspecified)	/	6	5	-2	6	-5	3	3	2
O=C(O)c1ccc2c(c1)S(=O)(=O)N=C1CCCCCN12	-2.2	-5	3	-4	-8	-2	0	6	2
CCCOc1nnnn1-c1ccccc1	-1.6	11	-4	-8	-6	0	3	5	4
Cn1c(-c2ccc(CN3CCCCC3)o2)nc2ccccc21	1.0	-13	5	-2	-6	1	25	3	-1
Cc1ccc(C2CC(=O)NC(SCc3ccccc3)=C2C#N)cc1 (stereo unspecified)	1.4	-6	30*	-6	1	-1	7	8	-2

Continued.
SMILES	MEX-5 binding	MCL1-BIM inh	pPAFAH inh	PME-1 primary	GLD-1 RNA inh	Fam108B counter	AHR activator	PAFAH1B2 FP inh	Bcl-xL primary
O=C(Cn1nc(-c2ccccc2)ccc1=O)NCCN1CCN(Cc2ccccc2)CC1	1.0	10	-1	1	3	-2	2	4	8
CC(Oc1ccc(Cl)cc1)C(=O)NCCN1C(=O)S/C(=C\c2cccnc2)C1=O (stereo unspecified)	-0.8	-2	4	1	-7	-4	5	2	4
Cc1c(C(=O)NCc2ccc3c(c2)OCO3)sc2nc(-c3ccc(F)cc3)cn12	3.5	-3	-2	-9	-6	-14	-3	2	-2
CC(CS(=O)(=O)c1ccc2c(c1)NC(=O)CS2)C(=O)NCc1ccccc1Cl (stereo unspecified)	-7.7	13	14	-1	2	-3	2	2	12
Cc1n[nH]c(=O)nc1NCc1ccc(Cl)cc1	-0.3	-2	1	-3	2	2	0	0	-2
COc1ccc2oc(=O)c(C(=O)O)cc2c1	-0.7	4	2	3	4	-4	3	1	5
O=C(Nc1ccc(OC(F)(F)F)cc1)c1ccc2ccccc2n1	-1.1	-8	0	-52	-1	-10	47*	1	-5
Cc1nc(NCCc2ccc(S(N)(=O)=O)cc2)c2c3c(sc2n1)CCC3	2.9	-2	9	-2	-9	0	25	3	-5
O=C(CSc1ccccc1)Nc1ccc(-c2nc3ccccc3[nH]2)cc1	2.5	-1	-9	-15	0	-10	15	2	-1
Cc1noc(C)c1COc1ccccc1C(=O)NCc1ccco1	/	8	2	3	-1	/	-1	5	-1
CSc1ccccc1C(=O)NC1CCCCCC1	-1.7	7	2	5	1	4	2	2	3
Cc1nn(-c2ccccc2)c(N)c1Sc1cccc([N+](=O)[O-])c1	1.1	5	1	-2	4	-5	0	3	6
O=C(NCc1ccccc1F)C12CC3CC(CC(C3)C1)C2	-3.3	1	2	-6	2	2	-2	10	3
COc1ccccc1-c1noc2ncnc(Nc3cccc(C)c3C)c12	1.8	6	3	-1	-2	-2	0	-2	-1
CN(C)c1ccc(NC(=O)/C=C/c2ccccc2Cl)cc1	-3.0	14	17	2	3	1	46	5	-1
O=C(OCc1ccccc1)N1CCc2ccccc21	-1.4	-2	10	-8	4	-3	17	5	1
CCc1c(C)sc(NC(=O)C2CC2)c1C(=O)OC(C)C	0.5	4	6	0	-1	-4	2	2	6
O=C(O)c1ccc2c(c1)SC1=NS(=O)(=O)CCN12	/	1	-4	-2	-3	-4	0	5	6

In another format: results already given.
SMILES,MEX-5 binding,MCL1-BIM inh,pPAFAH inh,PME-1 primary,GLD-1 RNA inh,Fam108B counter,AHR activator,PAFAH1B2 FP inh,Bcl-xL primary
O=C(Nc1ccc(OC(F)(F)F)cc1)c1ccc2ccccc2n1,-1.1,-8,0,-52,-1,-10,47*,1,-5
Cc1nc(NCCc2ccc(S(N)(=O)=O)cc2)c2c3c(sc2n1)CCC3,2.9,-2,9,-2,-9,0,25,3,-5
O=C(CSc1ccccc1)Nc1ccc(-c2nc3ccccc3[nH]2)cc1,2.5,-1,-9,-15,0,-10,15,2,-1

Not all compounds are listed, so the mix of outcomes need not match the whole.
